# Screening results (PubChem)
# BRCA1 expr up = qHTS Assay to Identify Small Molecule Activators of BRCA1 Expression. MCF7-BRCA1-FFLuc reporter, luminescence, 48 h; response scale: scaled: vehicle 0%, 10 µM genistein 100%. Potency, µM (titrated, usually from 46.1 µM), for the others: at the top dose activation, hits mostly activators. 1.1% of 380,000 active. AID 624202, 2012; also: nearly all actives have a fitted effect of over 80% in size; some results filed as inactive show a strong effect at the top dose
#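 48 h compound treatment of MCF7-BRCA1-FFLuc cells (phenol-red free MEM, 37 °C), then 15 min with luciferase substrate and luminescence imaging.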
# FLuc modulator = qHTS profiling assay for firefly luciferase inhibitor/activator using purifed enzyme and Km concentrations of substrates (counterscreen for miR-21 project). Luciferin 4-monooxygenase (Photinus pyralis), P08659. purified FLuc, Km substrates, luminescence inhibition. Potency, µM (series often up to 57.5 µM), without a hit: at the highest dose activity change, negative = inhibition, hits mostly inhibitors. 6.9% of 360,000 active. AID 588342, 2011;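 also: plate controls were vehicle for no effect and reference inhibitor for full effect; nearly all actives have a fitted effect of over 55% in size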
#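 Purified P. pyralis luciferase (10nM final) with 10uM D-luciferin and 10uM ATP (Km levels) in 50mM Tris acetate pH 7.5, 10mM Mg acetate, 0.01% Tween-20, 0.05% BSA; qHTS 6-point titration, ~60 µM downward; luminescence read.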
# Gal4-VP16 FLuc = VP16 counterscreen qHTS for inhibitors of ROR gamma transcriptional activity | 3.5% of 310,000 active | AID 2546, 2010 | Drosophila S2 Gal4-VP16 UAS-luciferase, luminescence, 20 h | Potency, µM (top dose mostly 53.6 µM), for inactives: at the top dose activity, negative = inhibition, most hits filed as inhibitors;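 also: Gal4-VP16 expression switched on by copper sulfate through the metallothionein promoter; % is scaled to controls: 0 for no effect and ±100 for the full control effect; nearly all actives have a fitted effect of over 50% in size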
# RORg inh = qHTS for inhibitors of ROR gamma transcriptional activity | Nuclear receptor ROR-gamma (Mus musculus), P51450 | Drosophila S2 Gal4-RORgamma UAS-luciferase reporter, 20 h | Potency, µM (series often up to 53.6 µM), without a hit: at the top dose activity change, negative = inhibition, usual class: inhibitors | 5.4% of 310,000 active | AID 2551, 2010; also: % is scaled to controls: 0 for no effect and ±100 for the full control effect; nearly all actives have a fitted effect of over 60% in size
# Target sequence (P51450 whole entry, looked up, the tested form may be a part): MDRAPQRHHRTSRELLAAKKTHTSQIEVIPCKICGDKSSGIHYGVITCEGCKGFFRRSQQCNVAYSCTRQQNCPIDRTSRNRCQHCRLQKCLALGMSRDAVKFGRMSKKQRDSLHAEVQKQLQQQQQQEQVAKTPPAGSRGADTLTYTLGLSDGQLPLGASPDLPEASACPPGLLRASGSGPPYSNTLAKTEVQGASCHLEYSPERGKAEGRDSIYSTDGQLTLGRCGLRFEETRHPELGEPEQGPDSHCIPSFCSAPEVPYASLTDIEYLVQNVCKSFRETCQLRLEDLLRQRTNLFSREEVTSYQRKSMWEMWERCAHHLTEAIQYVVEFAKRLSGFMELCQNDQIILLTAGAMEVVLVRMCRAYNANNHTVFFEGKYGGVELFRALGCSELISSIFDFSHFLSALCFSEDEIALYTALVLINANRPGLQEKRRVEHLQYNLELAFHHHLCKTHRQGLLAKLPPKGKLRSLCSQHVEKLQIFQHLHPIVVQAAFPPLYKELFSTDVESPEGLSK
#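 Compounds are pin-transferred onto Drosophila Schneider cells expressing a copper-inducible Gal4–ROR gamma transactivation domain fusion. After 1 hr, copper sulfate is added to 700 uM final; luciferase is read 20 hr later.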
# MBNL1-CUG inh = qHTS Assay for Inhibitors of MBNL1-poly(CUG) RNA binding. 0.036% of 280,000 active. Muscleblind-like protein 1 (Homo sapiens), Q9NR56. AID 2675, 2010. Potency, µM (doses to about 57.5 µM), inactives show at the top dose activity change, negative = inhibition, hits mostly inhibitors. TR-FRET MBNL1-His/biotin-(CUG)12 binding, 665/545 ratio; active = well fitted inhibition curve with a large enough effect in the signal ratio, with a control signal flat, not every such curve was filed as active; inconclusive = small, poorly fitted or top-dose-only effect, or effect the other way, or a change in a side signal; inactive = no such curve, though single readings can be large or run the other way; the % refers to the signal ratio; also: % is scaled to controls: 0 for no effect and ±100 for the full control effect
# Target sequence (Q9NR56 whole entry, looked up): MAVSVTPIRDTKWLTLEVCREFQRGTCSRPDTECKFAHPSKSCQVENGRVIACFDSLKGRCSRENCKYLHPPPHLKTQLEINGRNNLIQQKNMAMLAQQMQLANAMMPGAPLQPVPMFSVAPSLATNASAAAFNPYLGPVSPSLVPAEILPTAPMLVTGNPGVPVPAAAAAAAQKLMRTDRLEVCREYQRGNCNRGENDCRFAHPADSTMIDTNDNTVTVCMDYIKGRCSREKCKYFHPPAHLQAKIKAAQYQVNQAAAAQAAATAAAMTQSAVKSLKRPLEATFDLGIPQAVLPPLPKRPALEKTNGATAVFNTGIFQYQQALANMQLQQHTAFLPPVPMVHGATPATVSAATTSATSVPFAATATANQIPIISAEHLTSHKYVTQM
#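 Compound titration spanned 92 nM–58 uM against the MBNL1-His/biotin-(CUG)12 complex. After 60 min at room temperature with 5 nM streptavidin-XL665 and 0.055 ng/ul terbium anti-His, ratiometric 665/545 nm emission (Ex 340 nm) normalized to controls.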
# ELG1 genotoxic = qHTS screen for small molecules that induce genotoxicity in human embryonic kidney (HEK293T) cells expressing luciferase-tagged ELG1; Potency, µM (top dose mostly 46 µM), for inactives: at the highest dose activity change, positive = activation, most hits filed as activators; HEK293T ELG1-luciferase reporter, luminescence, 16 h; 1.3% of 330,000 active; also: % of control where 0% means no effect; nearly all actives have a fitted effect of over 60% in size
#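 Genotoxicity was scored as increased ELG1-luciferase reporter signal, measured by ONE-Glo luminescence (30 min, room temperature). Compound or vehicle exposure of the HEK293T reporter cells lasted 16 hr at 37°C.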
# p53 reactivator = qHTS assay for re-activators of p53 using a Luc reporter. AID 504706, 2011. Potency, µM (top dose mostly 92.2 µM), for inactives: top-dose activity change, positive = activation, hits mostly activators. 0.063% of 320,000 active. H1299 p53-A138V BP100-luciferase reporter, luminescence, 24 h; also: % of control where 0% means no effect; nearly all actives have a fitted effect of over 45% in size
#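 H1299 (p53-null), stable ts p53-A138V + BP100-Luc; 1000 cells/well, Opti-MEM/10% FBS; cpd 4 pt, 1:5; 24 h, 37 deg C, 5% CO2; detection reagent 10 min RT; luminescence.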
# NPC1 promoter act = qHTS Assay for NPC1 Promoter Activators; Huh7 NPC1 promoter luciferase reporter, 24 h; Potency, µM (titrated, usually from 9.22 µM), for inactives: at the highest dose activation, actives largely listed as activators; 2.4% of 320,000 active; AID 485313, 2010;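 also: % of control where 0% means no effect; nearly all actives have a fitted effect of over 60% in size; reporter is driven by a mutant NPC1 promoter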
#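 Luciferase expression driven by the NPC1 promoter was measured in stably transfected Huh7 cells after a 24 h compound incubation, using a luciferase reagent and a luminescence read.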
# Rab9 prom act = qHTS Assay for Rab9 Promoter Activators; Potency, µM (highest dose often 9.22 µM), inactives show top-dose activation, negative = inhibition, actives largely listed as activators; Huh7 Rab9 promoter-luciferase reporter, luminescence, 24 h; AID 485297, 2010; 2.8% of 320,000 active; also: % of control where 0% means no effect; nearly all actives have a fitted effect of over 60% in size
#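 Luminescence read-out: Huh7 cells stably expressing Rab9-luciferase, treated 24 h with compound at 37 °C, then lysed with luciferase reagent for 10 min at ambient before reading.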
# uPA generation = qHTS for Inhibitors of Cell Surface uPA Generation; Potency, µM (series often up to 38.3 µM), inactives show at the highest dose activity change, negative = inhibition, hits mostly inhibitors; cell surface uPA generation assay, qHTS; 0.31% of 330,000 active; active = well fitted inhibition curve with a large enough effect; inconclusive = small, poorly fitted or top-dose-only effect; inactive = no such curve, though single readings can be large or run the other way; tested in mouse RAW 264.7 cells; also: % is scaled to controls: 0 for no effect and ±100 for the full control effect; nearly all actives have a fitted effect of over 55% in size
# * hit, by the source's call; ? = inconclusive; · = not tested or not shown; [ ] = remark or other dose. Unless noted, calls follow the shape of the dose curve; as a rule, active = well fitted curve in the direction sought with a large enough effect; inconclusive = small, poorly fitted or top-dose-only effect, or another doubt; inactive = no such curve, though single readings can be large; an effect the other way counts as inactive or inconclusive. Potency is read from the fitted curve at half-maximal effect.
SMILES | BRCA1 expr up | FLuc modulator | Gal4-VP16 FLuc | RORg inh | MBNL1-CUG inh | ELG1 genotoxic | p53 reactivator | NPC1 promoter act | Rab9 prom act | uPA generation
COc1ccccc1Oc1ccc(S(=O)(=O)N2CCCCC2)cc1NC(=O)CCNC(C)=O | -27.8% | -3.3% | 1.4% | 1.7% | -7.3% | 5.1% | 3.1% | -3.3% | 6.2% | -0.3%
Clc1ccc(C(c2nnnn2CCc2ccccc2)N2CCSCC2)cc1 (stereo not given) | -27.2% | 4.5% | -7.1% | ? | 3.8% | -14.5% | 6.5% | -1.1% | -3.0% | 6.7%
O=C(NC1CCCCCC1)c1ccc(CS(=O)Cc2ccccc2Cl)o1 (stereo not given) | -6.2% | -14.2% | 11.0% | 25.5% | 3.8% | -0.5% | 13.7% | 0.7% | -2.2% | -3.1%
Cc1ccc(C(=O)c2ccc(O)cc2)cc1C | ? | ? | 13.6% | 16.2% | 1.2% | 8.9% | ? | 4.4% | 9.6% | -3.2%
CCN(CC)S(=O)(=O)c1cc([N+](=O)[O-])ccc1N1CCC(C(N)=O)CC1 | -0.6% | -1.3% | 4.7%[10 µM] | 13.1% | ? | -4.6% | 1.6% | 1.8% | -6.4% | -10.9%
CC(C)Cc1nc2ccccc2n1CCc1ccccc1 | -6.8% | 2.9% | ? | 8.91µM* | -2.7% | -0.5% | 3.5% | -4.9% | -14.9% | -3.1%
CCOC(=O)C1=NN(C(C)=O)C2(CC(=O)N(c3ccc(C)c(C)c3)C2=O)C1 (stereo not given) | -5.2% | 1.5% | -1.1% | 5.7% | -14.2% | -0.6% | -2.2% | 0.3% | 0.4% | 3.8%
COc1ccc2oc(C(=O)NNC(=O)c3ccc(F)cc3)c(C)c2c1 | 55.4% | ? | · | · | · | ? | 19.7% | 22.0% | 24.8% | 8.1%
Cc1ccc2c(c1)N(S(=O)(=O)c1ccc(CN3C(=O)c4cccnc4C3=O)cc1)CCO2 | 7.3% | 3.2% | -15.3% | 2.2% | 7.3% | -4.1% | -2.0% | 0.6% | -13.5% | 1.1%
CN1C/C(=N\S(=O)(=O)c2ccccc2)N(C)C1=O | -2.9% | -1.3% | 1.4% | -14.4% | -7.4% | -2.8% | 7.4% | 1.1% | -6.8% | 1.6%
CC1CCC(=NNC(=O)Cc2cccn2C)CC1 (stereo not given) | -5.7% | -1.3% | -7.4% | -3.1% | 4.3% | 0.1% | 4.3% | -0.4% | -6.6% | -2.4%
CC1C(=O)N2CCCc3cc(S(=O)(=O)N4CCN(c5cccc(Cl)c5)CC4)cc1c32 (stereo not given) | -43.3% | 0.1% | · | · | · | -5.7% | -13.4% | 2.7% | -7.9% | -10.8%
CC(=O)Nc1ccc(OCc2cnc(Cl)s2)cc1 | 38.8% | -14.4% | 3.9% | 14.0% | -1.9% | 9.5% | 8.8% | 13.0% | 24.0% | 1.2%
Cc1ccc(O)c(CNc2nc3ccccc3[nH]2)c1 | ? | ? | 2.1% | ? | -8.8% | 3.9% | 9.7% | 16.6% | 6.9% | -13.8%
Cc1cc(C)n(S(=O)(=O)c2ccc(Cl)cc2)n1 | 0.7% | -1.7% | 2.0% | 6.3% | -6.9% | 7.1% | 28.6% | -6.6% | -4.8% | -1.6%
CCOC(=O)Cc1csc(NC(=O)c2cccc([N+](=O)[O-])c2)n1 | 21.0% | -17.1% | 12.8% | 11.3% | ? | -4.8% | 7.9% | 2.0% | 1.4% | ?
NCCCC[C@H]1CNC(=O)C(=O)N1CC1CCCCC1 | 4.8% | -1.2% | -5.2% | 19.9% | -5.3% | 4.0% | 0.5% | -1.3% | -6.1% | 10.8%
CCOc1ccccc1N/C(=N/c1nc(C)cc(C)n1)NC(=O)Nc1ccc(Cl)c(Cl)c1 | · | 3.0% | -12.0% | -13.5% | 3.3% | -0.4% | 0.7% | -3.1% | 0.2% | ·
Cc1ccc2nc(C)cc(C(=O)N3CCCC(N4CCN(c5ccccc5C)CC4)C3)c2c1 (stereo not given) | -9.8% | 3.2% | -8.8% | -9.5% | -5.9% | -20.3% | -10.0% | -7.6% | 5.9% | 13.4%
Cc1nn(C)c(C)c1C1C(C#N)=C(N)OC2=C1C(=O)CC(C)(C)C2 (stereo not given) | -6.9% | 0.0% | -2.6% | 7.6% | ? | 2.3% | 5.6% | -0.1% | -13.8% | -5.6%

# Two compounds from above, reduced to uPA generation, NPC1 promoter act and p53 reactivator:
compound | uPA generation | NPC1 promoter act | p53 reactivator
Cc1nn(C)c(C)c1C1C(C#N)=C(N)OC2=C1C(=O)CC(C)(C)C2 (stereo not given) | -5.6% | -0.1% | 5.6%
Cc1ccc2nc(C)cc(C(=O)N3CCCC(N4CCN(c5ccccc5C)CC4)C3)c2c1 (stereo not given) | 13.4% | -7.6% | -10.0%

# Other entries.
SMILES | BRCA1 expr up | FLuc modulator | Gal4-VP16 FLuc | RORg inh | MBNL1-CUG inh | ELG1 genotoxic | p53 reactivator | NPC1 promoter act | Rab9 prom act | uPA generation
CC(Oc1ccccc1)C(=O)Nc1nc2c(s1)C(=O)CC(C)(C)C2 (stereo not given) | -14.9% | -7.8% | -6.9% | 41.7% | 21.4% | 1.0% | 2.1% | 1.3% | -2.3% | -1.4%
O=C(/C=C/c1c(F)cccc1Cl)Nc1nc2ccccc2[nH]1 | 73.0% | -19.5% | ? | 4.47µM* | · | ? | ? | 3.16µM* | 2.82µM* | -1.8%
O=C(Cn1[nH]c(=O)c2ccccc2c1=O)Nc1cccc(S(=O)(=O)N2CCCCCC2)c1 | -25.6% | -2.9% | -15.6% | ? | 1.8% | 0.2% | 2.7% | -9.1% | -10.7% | 2.1%
COc1ccc(-c2csc(-c3cccs3)n2)cc1OC | ? | 23.9µM* | ? | 10.3% | ? | 16.4µM* | -0.3% | ? | 1.78µM* | -5.7%
O=C(CCl)N1N=C(c2cccs2)CC1c1ccco1 (stereo not given) | -69.8% | -1.5% | ? | 11.2µM* | 17.8% | -9.0% | -12.1% | -36.3%[inhibitor] | -62.2%[inhibitor] | -10.0%
CC(=O)c1cccc(N(C(=O)c2csnn2)C(C(=O)NC2CCCC2)c2ccccc2)c1 (stereo not given) | 2.2% | 1.4% | 2.7% | 11.8% | -3.3% | -4.6% | -0.1% | -3.6% | -0.5% | 3.6%
Cc1cc(CNC(=O)COC(=O)Cn2[nH]c(=O)c3ccccc3c2=O)cc(C)c1O | 38.9% | 3.9% | · | · | · | -0.4% | -2.2% | -0.2% | -1.7% | 1.5%
CC1CC(C)CN(C(=O)CSC2=Nc3ccccc3C3=NC(Cc4c[nH]c5ccccc45)C(=O)N23)C1 (stereo not given) | -7.0%[1.84 µM] | -1.5% | -14.4% | 25.0% | -8.2% | -11.0% | 1.9% | -1.9% | -0.7% | -6.2%
CN(C)S(=O)(=O)N1CCC(Oc2ccc(C(=O)NC3Cc4ccccc4C3)cc2)CC1 | 11.1% | ? | ? | ? | -1.2% | 12.8% | ? | -16.1% | -17.0% | ?
CCOC(=O)C1CCN(S(=O)(=O)c2ccc3c4c(cccc24)C(=O)N3CC)CC1 | -8.6% | · | · | · | · | ? | 20.1% | · | · | -0.6%
O=C(O)c1ccccc1-c1ccccc1C(=O)Nc1ccc2c(c1)CCC2 | -19.3% | -11.8% | -7.7% | 6.3% | -13.1% | -0.8% | 35.3% | 1.6% | 0.3% | -2.4%
COC(=O)c1ccc(C)c(NS(=O)(=O)c2cn(C)nc2C)c1 | -5.2% | 1.5% | -2.3% | -7.2% | -3.4% | 7.2% | 0.6% | 1.1% | 3.9% | 3.8%
O=C(CCc1ccccc1)Nc1ccccc1C(F)(F)F | 22.1% | 3.7% | 8.9% | 30.5% | 4.5% | 1.8% | 19.9% | -0.9% | 7.3% | 5.7%
O=C(Nc1ccc(F)cc1)C1CCCN1S(=O)(=O)c1cccc2nsnc12 (stereo not given) | -19.7% | -2.4% | 2.2% | -3.0% | ? | ? | -2.9% | 2.3% | 0.1% | 1.3%
Cc1nc(Nc2ccc(S(=O)(=O)N3CCCCC3C)cc2)c2nnn(Cc3ccccc3)c2n1 (stereo not given) | -61.8% | -3.3% | -14.3% | 16.7% | -0.9% | -4.7% | -2.4% | -16.2% | -7.3% | -0.1%
O=C(CCN1C(=O)c2cccc([N+](=O)[O-])c2C1=O)NC1CCCCCC1 | -0.6% | · | · | · | · | 1.2% | 6.6% | · | · | 3.5%
CN(CC(=O)Nc1ccc(F)cc1)C(=O)c1ccc2ccccc2n1 | -14.0% | -1.9% | · | · | · | 0.8% | -6.0% | -3.2% | -0.8% | 2.9%
S=c1[nH]nc(CCSCc2ccccc2)n1-c1ccccc1 | -3.3% | -0.1% | 1.3% | 2.82µM* | 2.2% | -3.7% | -3.2% | 1.7% | -1.8% | -0.5%
CC(C)(C)c1cc(C(=O)N/N=C/c2ccncc2)n[nH]1 | 11.8% | -0.4% | -7.7% | 4.2% | 1.9% | 8.2% | 0.2% | -1.4% | -0.3% | -4.8%
